Screening results from PubChem BioAssay.
CXXC DNA block: qHTS Fluorescence Polarization Assay for Inhibitors of MLL CXXC domain - DNA interaction | Histone-lysine N-methyltransferase 2A (Homo sapiens), Q03164 | MLL-CXXC / FITC-HOXA9 DNA fluorescence polarization | Potency, µM (titrated, usually from 115 µM), for inactives: top-dose activity change, negative = inhibition, actives largely listed as inhibitors | hit rate 0.037% among 290,000 | AID 2662, 2010; active = well fitted inhibition curve with a large enough effect in the polarisation, with a control signal flat, not every such curve was filed as active; inconclusive = small, poorly fitted or top-dose-only effect, or effect the other way, or a change in a side signal; inactive = no such curve, though single readings can be large or run the other way; the % refers to the polarisation
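Steps: dispense CXXC domain solution (7 uM) → pin compounds or unlabeled HOX-A9 DNA control → 5 min ambient → add FLSN-HOX-A9 solution (50 nM) → spin → 30 min ambient → fluorescence polarization. Tris pH 7.5/NaCl/DTT/BSA buffer.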
p53 reactivation: qHTS assay for re-activators of p53 using a Luc reporter; H1299 p53-A138V BP100-luciferase reporter, luminescence, 24 h; Potency, µM (doses to about 92.2 µM), for inactives: at the highest dose activity change, positive = activation, actives largely listed as activators; hit rate 0.063% among 320,000; note: % of control where 0% means no effect; nearly all actives have a fitted effect of over 45% in size
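p53-null H1299 cells stably carrying temperature-sensitive p53-A138V and a BP100-luciferase reporter were pinned with compounds (4-point, 1:5 series) and held 24 hrs at 37 deg C. Luminescence was read 10 min after detection reagent.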
MBNL1 CUG block: qHTS Assay for Inhibitors of MBNL1-poly(CUG) RNA binding; Muscleblind-like protein 1 (Homo sapiens), Q9NR56; TR-FRET MBNL1-His/biotin-(CUG)12 binding, 665/545 ratio; Potency, µM (highest dose often 57.5 µM), for the others: top-dose activity change, negative = inhibition, most hits filed as inhibitors; hit rate 0.036% among 280,000; AID 2675, 2010; active = well fitted inhibition curve with a large enough effect in the signal ratio, with a control signal flat, not every such curve was filed as active; inconclusive = small, poorly fitted or top-dose-only effect, or effect the other way, or a change in a side signal; inactive = no such curve, though single readings can be large or run the other way; the % refers to the signal ratio; note: % is set by controls: 0 for no effect and ±100 for the full control effect
Target sequence (Q9NR56 whole entry, looked up): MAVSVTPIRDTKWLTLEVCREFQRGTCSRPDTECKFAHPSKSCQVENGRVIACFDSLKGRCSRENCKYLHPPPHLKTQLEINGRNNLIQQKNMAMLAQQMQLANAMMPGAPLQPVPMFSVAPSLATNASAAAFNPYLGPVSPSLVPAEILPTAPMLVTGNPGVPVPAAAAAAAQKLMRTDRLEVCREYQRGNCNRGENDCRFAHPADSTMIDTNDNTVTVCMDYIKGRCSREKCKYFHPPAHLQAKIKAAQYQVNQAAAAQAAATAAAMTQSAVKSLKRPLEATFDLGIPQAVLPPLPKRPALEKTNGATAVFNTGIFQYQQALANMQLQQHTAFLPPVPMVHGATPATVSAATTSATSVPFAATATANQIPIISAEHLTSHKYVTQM
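His-tagged MBNL1 binding to biotinylated (CUG)12 RNA was measured by TR-FRET using terbium anti-His antibody (0.055 ng/ul final) and streptavidin-XL665 (5 nM final). Compounds were titrated 92 nM to 58 uM; 60 min at room temperature.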
VP16 counter: VP16 counterscreen qHTS for inhibitors of ROR gamma transcriptional activity; Drosophila S2 Gal4-VP16 UAS-luciferase, luminescence, 20 h; Potency, µM (doses to about 53.6 µM), inactives show at the top dose activity, negative = inhibition, most hits filed as inhibitors; hit rate 3.5% among 310,000; AID 2546, 2010;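 note: Gal4-VP16 expression switched on by copper sulfate through the metallothionein promoter; % is set by controls: 0 for no effect and ±100 for the full control effect; nearly all actives have a fitted effect of over 50% in size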
NPC1 promoter act: qHTS Assay for NPC1 Promoter Activators. Huh7 NPC1 promoter luciferase reporter, 24 h. Potency, µM (doses to about 9.22 µM), inactives show top-dose activation, actives largely listed as activators. hit rate 2.4% among 320,000;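 note: % of control where 0% means no effect; nearly all actives have a fitted effect of over 60% in size; reporter is driven by a mutant NPC1 promoter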
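Readout is luciferase luminescence, reflecting NPC1 promoter activation in stably transfected Huh7 cells after 24 h compound exposure at 37 °C in reduced-serum medium with 10% FBS.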
Rab9 promoter act: qHTS Assay for Rab9 Promoter Activators; Huh7 Rab9 promoter-luciferase reporter, luminescence, 24 h; Potency, µM (highest dose often 9.22 µM), for inactives: at the highest dose activation, negative = inhibition, most hits filed as activators; hit rate 2.8% among 320,000; AID 485297, 2010; note: % of control where 0% means no effect; nearly all actives have a fitted effect of over 60% in size
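Cells were plated at 1500 per well in reduced-serum medium with 10% FBS and left 2 h. Compound in DMSO was then added for 24 h at 37 °C. Reporter signal was read by luminescence after 10 min with luciferase detection reagent.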
ELG1 genotoxic: qHTS screen for small molecules that induce genotoxicity in human embryonic kidney (HEK293T) cells expressing luciferase-tagged ELG1 | hit rate 1.3% among 330,000 | HEK293T ELG1-luciferase reporter, luminescence, 16 h | Potency, µM (titrated, usually from 46 µM), for the others: top-dose activity change, positive = activation, hits mostly activators; note: % of control where 0% means no effect; nearly all actives have a fitted effect of over 60% in size
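16 hr compound incubation (37 °C, 5% CO2) of HEK293T cells carrying luciferase-tagged ELG1; luciferase then measured by ONE-Glo luminescence after 30 min at RT.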
FLuc counter: qHTS profiling assay for firefly luciferase inhibitor/activator using purifed enzyme and Km concentrations of substrates (counterscreen for miR-21 project); Luciferin 4-monooxygenase (Photinus pyralis), P08659; purified FLuc, Km substrates, luminescence inhibition; Potency, µM (titrated, usually from 57.5 µM), for the others: at the top dose activity change, negative = inhibition, usual class: inhibitors; hit rate 6.9% among 360,000; AID 588342, 2011;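 note: plate controls were vehicle for no effect and reference inhibitor for full effect; nearly all actives have a fitted effect of over 55% in size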
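Biochemical qHTS of compounds, final roughly 60 µM downward over six points, against 10 nM purified firefly luciferase using Km concentrations of substrates (10 uM D-luciferin, 10 uM ATP) in Tris acetate pH 7.5 buffer; luminescence output.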
uPA surface inh: qHTS for Inhibitors of Cell Surface uPA Generation | AID 540303, 2011 | Potency, µM (series often up to 38.3 µM), inactives show top-dose activity change, negative = inhibition, hits mostly inhibitors | cell surface uPA generation assay, qHTS | hit rate 0.31% among 330,000; active = well fitted inhibition curve with a large enough effect; inconclusive = small, poorly fitted or top-dose-only effect; inactive = no such curve, though single readings can be large or run the other way; tested in mouse RAW 264.7 cells; note: % is set by controls: 0 for no effect and ±100 for the full control effect; nearly all actives have a fitted effect of over 55% in size
RORgamma inh: qHTS for inhibitors of ROR gamma transcriptional activity. Drosophila S2 Gal4-RORgamma UAS-luciferase reporter, 20 h. Nuclear receptor ROR-gamma (Mus musculus), P51450. hit rate 5.4% among 310,000. AID 2551, 2010. Potency, µM (series often up to 53.6 µM), without a hit: at the top dose activity change, negative = inhibition, usual class: inhibitors; note: % is set by controls: 0 for no effect and ±100 for the full control effect; nearly all actives have a fitted effect of over 60% in size
Target sequence (P51450 whole entry, looked up, the tested form may be a part): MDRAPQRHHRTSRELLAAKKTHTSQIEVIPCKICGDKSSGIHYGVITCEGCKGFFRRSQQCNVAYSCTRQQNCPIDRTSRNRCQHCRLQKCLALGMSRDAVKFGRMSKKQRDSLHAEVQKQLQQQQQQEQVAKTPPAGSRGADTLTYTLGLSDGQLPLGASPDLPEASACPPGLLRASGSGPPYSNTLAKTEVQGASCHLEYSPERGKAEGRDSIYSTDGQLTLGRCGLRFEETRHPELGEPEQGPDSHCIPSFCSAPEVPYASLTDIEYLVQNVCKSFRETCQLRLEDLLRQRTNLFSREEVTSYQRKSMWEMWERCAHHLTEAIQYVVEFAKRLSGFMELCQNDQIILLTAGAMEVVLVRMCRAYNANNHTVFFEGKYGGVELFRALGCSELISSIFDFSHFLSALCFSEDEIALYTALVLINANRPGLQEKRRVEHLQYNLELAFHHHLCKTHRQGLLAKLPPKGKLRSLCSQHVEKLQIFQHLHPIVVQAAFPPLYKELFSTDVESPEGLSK
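In this cell-based reporter format, copper sulfate (700 uM final) drives Gal4–ROR gamma fusion expression from a metallothionein promoter in Drosophila Schneider cells; compounds preincubated 1 hr, reporter read after 20 hr at ambient temperature.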
BRCA1 expr act: qHTS Assay to Identify Small Molecule Activators of BRCA1 Expression. MCF7-BRCA1-FFLuc reporter, luminescence, 48 h; response scale: scaled: vehicle 0%, 10 µM genistein 100%. Potency, µM (titrated, usually from 46.1 µM), for the others: at the top dose activation, most hits filed as activators. hit rate 1.1% among 380,000; note: nearly all actives have a fitted effect of over 80% in size; some results filed as inactive show a strong effect at the top dose
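MCF7-BRCA1-FFLuc cells, 2000/well in phenol-red-free MEM, attached 2 h then treated 48 h at 37 C. Luciferase luminescence read 15 min after reagent; normalized to genistein maximum activation (10microM) and DMSO, concentration-response fitted.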
Numbers without * were called inactive; ? = inconclusive; nt = not tested or not shown; & = joins results of further samples; [ ] = dose if it differs, or a comment. Unless noted, calls come from the whole dose curve; as a rule, active = well fitted curve in the direction sought with a large enough effect; inconclusive = small, poorly fitted or top-dose-only effect, or another doubt; inactive = no such curve, though single readings can be large; an effect the other way counts as inactive or inconclusive. Potency is the fitted concentration of half-maximal effect.

SMILES,RORgamma inh,BRCA1 expr act,uPA surface inh,MBNL1 CUG block,VP16 counter,p53 reactivation,ELG1 genotoxic,Rab9 promoter act,FLuc counter,CXXC DNA block,NPC1 promoter act
O=C(CN(C1CCCCC1)S(=O)(=O)c1ccccc1)NCC1CCCO1 (configuration not stated),2%,3%,2%,2%,1%,-3%,-2%,-2%,0%,1%,-2%
COc1ccc([N+](=O)[O-])cc1N(CC(=O)N1CCOCC1)S(C)(=O)=O,12%,-35%,0%,?,1%[10 µM],0%,5%,-1%[1.84 µM],0%,-23%,-1%
COc1cccc(C(=O)N2c3ccccc3Sc3ccccc32)c1,14%,-36%,-1%,-15%,-5%,0%,4%,-3%,2%,-10%,-6%
Cc1cccc(NC(=O)CSc2nnnn2C)n1,3%,1%,1%,-4%,-3%,-2%,1%,1%,0%,-2%,19%
Cc1ccc(S(=O)(=O)N2CCN(C(=O)c3ccccn3)CC2)cc1,15%,-3%,-6%,0%,-2%,-6%,1%,-4%,-1%,-4%,-6%
Cc1ccccc1C(=O)Nc1ccnn1C1CCN(Cc2ccccn2)CC1,-8%,-5%,4%,5%,-3%,23%,-4%,2%,2%,16%,0%
Cc1ccc(C)c(OC(=O)c2cccnc2Cl)c1C,-1%,18%,-5%,2%,1%,11%,6%,1%,-17%,7%,0%
COc1ccc(/C=C/C(=O)NC(=S)N2CCN(c3ccccc3OC)CC2)cc1,2%,4µM*,4%,5%,-1%,18%,18%,?,?,-3%,4µM*
COC(=O)C1CCN(C(=O)/C=C/c2ccc(OC)cc2)CC1,-17%,63%,-5%,17%,-14%,?,2.3µM*,1.1µM*,21µM*,-3%,0.28µM*
COc1ccccc1/C=C(/C(=O)OCC(=O)Nc1ccccc1C(C)C)c1ccccc1,-12%,-37%,-5%,-13%,1%,-3%,3%,-2%,2%,-3%,0%
COC(=O)c1ccc(C2=NOC(C)(c3nnc(Cc4ccccc4)o3)C2)cc1 (configuration not stated),nt,-3%,6%,nt,nt,-3%,1%,-8%,-8%,nt,-1%
CCc1ccc(C2C(C#N)=C(N)SC(N)=C2C#N)cc1,0%,9%,9%,36%[activator],-7%,-8%,-4%,8%,-3%,?,8%
COCCN(C(=O)c1csnn1)C(C(=O)NC1CCCC1)c1ccccc1 (configuration not stated),1%,-11%,2%,1%,7%,-3%,-1%,-4%,4%,9%,-1%
COc1ccccc1NC(=O)CSc1nnc(CSc2nc(C)cc(C)n2)o1,2%,3%,-1%,-3%,-5%,-2%,0%,-5%,-1%,-1%,-2%
CC1CCN(C(=O)CSc2nnc(-c3ccncc3)n2C)CC1,?,9%,2%,?,1%,8%,6%,-13%,-2%,2%,-6%
C=C(C)Cn1c(-c2ccccc2)nc2ccccc21,14µM*,7%,-3%,-3%,?,2%,12%,-12%,-13%,-4%,-4%
O=C(CN1CCN(c2ccc(F)cc2)CC1)NC(=O)NCc1ccco1,9%,-9%,-2%,0%,6%,-3%,-4%,2%,5%,1%,-3%
O=C(CN1CCNCC1)Nc1ccccc1Cl,5%,-1%,1%,-4%,-1%,-6%,1%,2%,-1%,3%,1%
COc1ccc(Cl)cc1NS(=O)(=O)c1cc(Cl)ccc1OC,7%,-15%,-4%,-1%,-4%,0%,-5%,11%,15%,4%,1%
CCc1noc(C)c1C(=O)N(CC)CC(=O)Nc1cc(Cl)ccc1C,nt,18%,6%,nt,nt,5%,1%,-2%,15%,nt,1%
O=C(NCc1ccccc1)c1cc(-n2cnnc2)ccc1Cl,-1%,-14%,4%,-1%,2%,-1%,1%,-2%,5%,10%,-6%
C/C(=N\NC(=O)c1cccc(S(=O)(=O)N2CCOCC2)c1)c1ccc(O)cc1,nt,4%,14%,nt,nt,-9%,4%,1%,-1%,nt,0%
Cc1ccc(CN(C)C(=O)c2cc(COc3cccc(C(F)(F)F)c3)on2)o1,-16%,0%,-12%,-2%,-10%,5%,-4%,6%,?,6%,0%
CC(=O)Nc1ccc(S(=O)(=O)NCC(C)NS(=O)(=O)c2ccc(NC(C)=O)cc2)cc1 (configuration not stated),7%,0%,0%,2%,0%,-3%,-1%,-1%,-1%,0%,2%
CC1CCN(C(=O)c2scc3c2OCCO3)CC1,-5%,36%,6%,-5%,0%,9%,-12%,-4%,1%,4%,2%
Cc1ccc(NNc2c(C)nc3ccccc3nc2=O)cc1,3%,-11%,2%,106%[activator],6%[10 µM],-1%,14%,18%,-7%,-4%,21%
Cc1ccc(S(=O)(=O)N2CCCC2C(=O)OCc2ccccc2)cc1 (configuration not stated),0%,-19%,-2%,-13%,-7%,-9%,-2%,-2%,2%,14%,-5%
CC(=O)c1c(C)[nH]c(C(=O)Nc2cccc(C)c2C)c1C,3%,-36%,3%,11%,25%,-1%,-4%,0%,-1%,-3%,-1%
CCN(C(=O)COC(=O)COc1ccc2c(C)cc(=O)oc2c1)C1CCS(=O)(=O)C1 (configuration not stated),0%,-10%,-4%,0%,-1%,4%,0%,1%,-1%,19%,-3%
CN(C)S(=O)(=O)N(CC(=O)N1CCOCC1)c1ccccc1,-4%,40%,13%,11%,-2%,9%,1%,-4%,1%,-5%,-2%
O=C(NCCCn1ccnc1)c1cccc(S(=O)(=O)Nc2ccccc2F)c1,3%[10 µM],2%,-2%,-8%,1%,0%,2%,2%,2%,0%,6%
Cc1cccc(C)c1N=C1NN=C(c2ccccc2F)CS1,7.9µM*,-51%,-1%,-18%,10µM*,8%,-5%,-4%,-26%,4%,-3%
COc1ccc(CCn2nnc(-c3ccc(NC(C)=O)c(Cl)c3)n2)cc1,-16%,0%,4%,2%,-3%,19%,0%,-2%,1%,5%,-1%
CCOC(=O)c1c(NC(=O)c2cc(C(C)C)on2)sc(C(C)=O)c1C,-22%,-2%,1%,7%,7%,-4%,14%,-2%,-3%&-1%,0%,3%
CCOC(=O)CSC1=C(C#N)C(=O)NC(c2ccc(OC)cc2)S1 (configuration not stated),-30%,1%,-1%,3%,2%,0%,-1%,-9%,-15%,?,1%
CCOc1ccc(CC(=O)NNC(=S)NC2CCCCC2)cc1OCC,?,2%,0%,12%,-18%,-7%,-2%,-3%,5%,5%,-4%
O=c1cc(-c2ccccc2)[nH][nH]1,-9%,-2%,12%,3%,8%,-4%,2%,14%,-12%,-11%,7%
CCOc1ccc(C2c3cc(OC)c(OC)cc3CC(=O)N2c2ccc(OC)cc2)cc1 (configuration not stated),-7%,-76%[inhibitor],nt,-17%,-1%,-15%,0%,-11%,8%,13%,-1%
CCCCN(C)S(=O)(=O)c1ccc(C(=O)N(CCN(C)C)c2nc3ccc(C)cc3s2)cc1,-16%,?,-10%,-1%,18%,1%,6%,13%,-1%,-1%,6%

Only part of the results is shown, so the mix of outcomes need not match the whole.
